# Source: PubChem BioAssay (National Center for Advancing Translational Sciences (NCATS))
# HP1b chromo inh – HP1-beta chromodomain-methylated histone interaction inhibition | AlphaScreen HP1-beta / biotin-H3K9me3 peptide binding | Potency, µM (titrated, usually from 114 µM), without a hit: at the highest dose activity change, negative = inhibition, hits mostly inhibitors | 0.56% of 390,000 active | AID 540317; further: nearly all actives have a fitted effect of over 70% in size; inactives centre near 23
#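 Compound inhibition of the preformed complex between 50 nM HP1-beta and 50 nM biotinylated H3K9me3 peptide was read by AlphaScreen. Buffer was PBS pH 7.4 with 0.01% Tween-20. Incubations ran 30 min at room temperature, with 10 ug/mL donor/acceptor beads.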
# Pin1 inhibitor – human Pin1 inhibition; AID 504891; Pin1 FP peptide displacement, HiFluor488, 10 min; Q13526; Potency, µM (titrated, usually from 115 µM), without a hit: top-dose activity, negative = inhibition, actives largely listed as inhibitors; 0.009% of 390,000 active; active means well fitted inhibition curve with a large enough effect in the polarisation, with a control signal flat, not every such curve was filed as active; inconclusive means small, poorly fitted or top-dose-only effect, or effect the other way, or a change in a side signal; inactive means no such curve, though single readings can be large or run the other way; the % refers to the polarisation; further: on the % scale 0 is the no-effect control and ±100 the full control effect
# BAZ2B inh – BAZ2B (human) inhibition | Potency, µM (top dose mostly 114 µM), for inactives: at the top dose activity change, negative = inhibition, usual class: inhibitors | AlphaScreen BAZ2B-H3K14Ac peptide displacement | 4.4% of 360,000 active; further: on the % scale 0 is the no-effect control and ±100 the full control effect; nearly all actives have a fitted effect of over 60% in size
#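 Inhibition is scored as reduced AlphaScreen emission. The BAZ2B/b-H3(5-23)K14Ac complex (50 nM each) in PBS pH 7.4, 0.01% Tween-20 meets compound (up to 110 uM) for 30 min at RT before bead addition.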
# JMJD2A Tudor inh – blocks the human JMJD2A Tudor domain; AlphaScreen JMJD2A-Tudor / H3K4me3 peptide binding; 4.4% of 390,000 active; Potency, µM (highest dose often 114 µM), without a hit: top-dose activity change, negative = inhibition, usual class: inhibitors; O75164; further: on the % scale 0 is the no-effect control and ±100 the full control effect; nearly all actives have a fitted effect of over 50% in size
# PGK inhibitor – T. brucei PGK inhibition. 0.043% of 380,000 active. P07378. PGK/GAPDH coupled, Kinase-Glo luminescence, 60 min. Potency, µM (highest dose often 57.5 µM), for inactives: at the top dose activity change, negative = inhibition, usual class: inhibitors; further: on the % scale 0 is the no-effect control and ±100 the full control effect; nearly all actives have a fitted effect of over 60% in size
#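 Luminescent ATP detection (Kinase-Glo Plus) follows a 60-minute room-temperature incubation, with wells lacking PGK as controls. Buffer: 100 mM TEA (pH 7.6), 5 mM MgCl2, 0.01% Tween-20. Coupling enzyme GAPDH (100 nM final) supplies unstable 1,3-BPG in-well.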
# Pol iota inh – blocks human DNA polymerase iota activity; Q9UNA4; Pol iota fluorescent replication assay, 10 min; Potency, µM (doses to about 115 µM), inactives show at the highest dose activity, negative = inhibition, hits mostly inhibitors; 1% of 390,000 active; AID 588590
#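 Pol iota at 10 nM preincubated 15 min with compounds at room temperature; reaction started with fluorescent substrate, 50 nM final. Fluorescence read kinetically at 0 and 10 min; buffer-only wells as negative control.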
# BLM helicase inh – inhibitors of human Bloom syndrome helicase BLM; recombinant BLM DNA unwinding, fluorescence dequenching; Potency, µM (titrated, usually from 56.1 µM), for inactives: top-dose activity change, negative = inhibition, actives largely listed as inhibitors; 0.2% of 350,000 active; P54132; AID 2528;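 further: plate controls were vehicle for no effect and no enzyme for full effect; nearly all actives have a fitted effect of over 35% in size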
# Target sequence (P54132 whole entry, looked up): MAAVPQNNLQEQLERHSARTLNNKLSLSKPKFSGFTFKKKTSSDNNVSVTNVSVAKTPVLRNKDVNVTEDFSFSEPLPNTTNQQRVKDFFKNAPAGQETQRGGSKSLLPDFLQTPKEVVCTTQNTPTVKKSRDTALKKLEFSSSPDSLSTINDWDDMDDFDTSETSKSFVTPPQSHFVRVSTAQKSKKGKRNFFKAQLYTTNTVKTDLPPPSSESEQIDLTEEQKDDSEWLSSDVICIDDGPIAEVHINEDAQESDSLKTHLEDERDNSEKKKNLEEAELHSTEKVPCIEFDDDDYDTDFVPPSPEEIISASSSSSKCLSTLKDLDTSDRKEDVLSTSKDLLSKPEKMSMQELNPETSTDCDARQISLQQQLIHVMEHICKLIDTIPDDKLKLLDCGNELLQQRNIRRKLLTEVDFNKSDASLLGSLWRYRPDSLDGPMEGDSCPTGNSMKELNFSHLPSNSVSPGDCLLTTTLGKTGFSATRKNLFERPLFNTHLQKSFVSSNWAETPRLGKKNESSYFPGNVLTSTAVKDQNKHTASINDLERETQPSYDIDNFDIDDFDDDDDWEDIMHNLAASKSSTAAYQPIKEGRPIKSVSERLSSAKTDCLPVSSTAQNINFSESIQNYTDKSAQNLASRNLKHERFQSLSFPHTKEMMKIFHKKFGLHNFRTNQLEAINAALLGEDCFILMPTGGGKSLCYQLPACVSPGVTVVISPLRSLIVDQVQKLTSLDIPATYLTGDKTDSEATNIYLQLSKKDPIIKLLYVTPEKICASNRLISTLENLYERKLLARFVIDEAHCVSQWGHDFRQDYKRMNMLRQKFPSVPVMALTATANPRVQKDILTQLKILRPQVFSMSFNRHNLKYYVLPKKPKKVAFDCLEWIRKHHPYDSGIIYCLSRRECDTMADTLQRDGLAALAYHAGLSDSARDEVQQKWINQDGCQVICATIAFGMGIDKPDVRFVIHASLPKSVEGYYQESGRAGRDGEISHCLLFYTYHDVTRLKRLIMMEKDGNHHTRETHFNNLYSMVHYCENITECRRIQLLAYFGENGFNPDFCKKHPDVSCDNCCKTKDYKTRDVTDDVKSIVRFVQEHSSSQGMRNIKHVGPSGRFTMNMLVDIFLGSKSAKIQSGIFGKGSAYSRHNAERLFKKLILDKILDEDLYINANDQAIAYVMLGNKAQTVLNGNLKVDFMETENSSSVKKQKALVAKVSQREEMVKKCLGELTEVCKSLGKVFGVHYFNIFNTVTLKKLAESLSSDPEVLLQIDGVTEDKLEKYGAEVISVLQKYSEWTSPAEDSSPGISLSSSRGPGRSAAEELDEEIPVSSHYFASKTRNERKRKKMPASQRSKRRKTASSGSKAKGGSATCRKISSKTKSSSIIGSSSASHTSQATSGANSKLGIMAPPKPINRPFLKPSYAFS
# GLS inh – blocks human kidney-isoform glutaminase activity. GLS enzymatic activity, qHTS titration. AID 624170. Potency, µM (highest dose often 45.5 µM), for inactives: top-dose activity change, negative = inhibition, usual class: inhibitors. 0.21% of 410,000 active; further: on the % scale 0 is the no-effect control and ±100 the full control effect
#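 Enzyme dispensed in phosphate buffer (45 mM, pH 8.2, 0.02% Tween-20), compounds pinned in, then 1 mM L-glutamine solution and the glutamate oxidase–HRP–Amplex Red mix added; fluorescence read immediately and again after 30 min at room temperature.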
# G9a inh – blocks human histone lysine methyltransferase G9a | Q96KQ7 | G9a H3K9 monomethylation, AlphaScreen, 2 h | Potency, µM (titrated, usually from 102 µM), without a hit: top-dose activity, negative = inhibition, usual class: inhibitors | 8.8% of 350,000 active | AID 504332; further: on the % scale 0 is the no-effect control and ±100 the full control effect; nearly all actives have a fitted effect of over 75% in size
#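 Readings reflect AlphaScreen signal from monomethyl-H3K9 antibody detection. HMT at 20 nM; substrate b-H3K9 500 nM; cofactor SAM 20 uM; 2 h RT reaction; compounds tested as titrations in qHTS with 15 min preincubation.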
# * hit, by the source's call; i = inactive; ? = inconclusive; . = not tested or not shown; [ ] = another dose, or the depositor's remark. Unless noted, the call rests on the fitted dose curve; in most records, active means well fitted curve in the direction sought with a large enough effect; inconclusive means small, poorly fitted or top-dose-only effect, or another doubt; inactive means no such curve, though single readings can be large; an effect the other way counts as inactive or inconclusive. Potency means the concentration at half of the fitted maximal effect. Some of the compounds tested; rates above refer to the full screens.
SMILES,HP1b chromo inh,Pin1 inhibitor,BAZ2B inh,JMJD2A Tudor inh,PGK inhibitor,Pol iota inh,BLM helicase inh,GLS inh,G9a inh
COc1ccc(NC(C)C(=O)Nc2ccc(C#N)cc2)cc1Cl (stereo not given),3%,-7%,?,?,-10%,1%,-9%,1%,-2%[59 µM]
CCOC(=O)N1CCN(C(=O)CCN2C(=O)/C(=C\c3cccc(OC)c3)SC2=S)CC1,11%,4%,-12%,-23%,4%,2%,-7%,-6%,-1%
C(=N\n1cnnc1)/c1cccc2ccccc12,21%,0%,10%,-11%,-4%,17%,-8%,1%,-7%
CC(C)(C#N)Nn1cnnc1,52%[activator],3%,-2%,0%,i,-13%,-14%,2%,5%[59 µM]
O=C(CCc1ccccc1)n1nc(-c2ccco2)nc1SCc1ccccc1,56%[activator],-3%,1%,-16%,-5%,-10%,-3%,3%,9%
CC(C1CC1)N(Cc1ccccc1)C(=O)NC(=O)c1cccc(F)c1 (stereo not given),54%[activator],1%,-5%,-18%,5%,1%,0%,-12%,20%
COc1ccc(-n2c(Cc3cccn3C)nnc2SCC(=O)Nc2cccc(Cl)c2)cc1,-11%,-1%,?,?,1%,-1%,-9%,-4%,?
COc1ccc(CNc2ncnc3ccccc23)cc1,13%,-4%,6%,-14%,0%,5%,5%,-15%,7%
COc1ccc(CC(=O)OC2CCCN(C)C2)cc1 (stereo not given),-3%,-6%,-33%,-17%,-3%,-11%,-6%,7%,5%
CCc1nnc(NC(=O)C(NS(=O)(=O)c2ccc3c(c2)OCCO3)C(C)C)s1 (stereo not given),52%[activator],-5%,.,-16%,4%,4%,-4%,0%,?
COc1ccc2c(c1)OC13CCN(C)CC1C2C(C(=O)c1ccc(F)cc1)C(=O)N3 (stereo not given),23%,8%,?,-20%,-5%,?,3%,1%,-16%
O=C(O)CCOc1ccc2c(c1)OCCO2,23%,8%,?,-10%,-2%,-1%,3%,-14%,-8%
O=C(CCNC(=O)c1ccccc1Cl)NCCC1=CCCCC1,6%,-3%,-6%,-12%,-2%,31%[activator],.,2%,-2%
O=C(/C=C/c1ccnc2ccccc12)c1cccs1,11%,0%,?,-20%,15%,?,-9%,-20%,.
O=C(NC(=S)Nc1cccc(NC(=O)c2ccccc2Cl)c1)c1cccs1,12%,18%,-10%,12%,0%,-8%,-4%,12%,-20%[59 µM]
Cc1cccc(NC(=O)c2nc(S(C)(=O)=O)ncc2Cl)c1,36%,70%[activator],-1%,-26%,1%,-30%,-2%,4%,8.9µM*
Cc1ccc2nc3sc(C(=O)Nc4ccc(F)cc4)cc3cc2c1,16%[57 µM],?,?,40µM*,3%,?,-10%,4%,-50%[12.7 µM]
Cn1c2c(c(=O)n(C)c1=O)C(C(F)(F)F)(C(F)(F)F)N=C(c1ccc(Cl)cc1)N2,28%,6%,0%,-2%,3%,7%,0%,5%,7%
C=CCn1nc(-c2ccccc2)c(N2CCCCC2)cc1=O,27%,-1%,-15%,-22%,-1%,44%[activator],-6%,4%,0%
O=C(Nc1cc(S(=O)(=O)N2CCOCC2)ccc1N1CCOCC1)c1cc2c(s1)CCC2,7%,-9%,-13%,-15%,-7%,18%,-3%,1%,.
Cc1ccc(N2CCN(C(=O)c3cc(S(=O)(=O)N4CCCCC4)c[nH]3)CC2)c(C)c1,40%[activator],-1%,-2%,-11%,i,19%,-2%,-3%,7%[59 µM]
c1cncc(Nc2nc(-c3cccs3)cs2)c1,?,0%,?,20µM*,-2%,46%[activator],-13%,-9%,?
CC(=O)c1cccc(NC(=O)NC2CC(=O)N(c3ccc4c(c3)OCCO4)C2)c1 (stereo not given),26%,-6%,8%,1%,-7%,19%,.,1%,-1%
CCOC(=O)c1c(CSc2ccccc2)n(C)c2cc(Br)c(OC)c(O)c12,25%,-2%,-21%,-8%,i,31%[activator],-2%,2%,21%
CCCc1nc2nc(C)c(NS(=O)(=O)c3ccc(C(C)(C)C)cc3)c(=O)n2[nH]1,61%[activator],1%,4%,-5%,4%,-12%,3%,34%[activator],79µM*
Cc1cccc(NC(=O)c2ccc(N3CCOCC3)c([N+](=O)[O-])c2)n1,-18%,-2%,?,?,-1%,169%[activator],-12%,5%,20%[59 µM]
Cc1ccc(S(=O)(=O)N/N=C/c2ccccc2O)cc1[N+](=O)[O-],5%,-2%,-38%,-11%,-9%,126%[activator],1%,5%,?
Cc1ccc2cccc(OCC(=O)NCc3ccco3)c2n1,9%,8%,-11%,-20%,-1%,-13%,-3%,-14%,-22%[59 µM]
CC(=O)N(C)c1ccc(NC(=S)Nc2ccc(C(C)C)cc2)cc1,14%,?,-25%,-14%,6%,0%,-7%,14%,?
Cc1ccc(C(=O)O/N=C(\N)Cc2cccs2)cc1[N+](=O)[O-],33%,-7%,-6%,-9%,-1%,8%,-14%,7%,9%
CN(c1ccccc1C(=O)Nc1ccc2ccccc2c1)S(C)(=O)=O,40%[activator],-1%,.,-1%,8%,16%,.,1%,.
CCOc1ccccc1/C=C(/NC(=O)c1ccccc1)C(=O)NC(C)c1ccccc1 (stereo not given),22%,1%,-1%,-21%,-7%,-1%,-2%,-3%,?
CNc1oc(-c2ccc(Cl)cc2)nc1P(=O)(c1ccccc1)c1ccccc1,-7%,2%,-4%[57.1 µM],?,i,12%,-9%,1%,-45%
COc1ccc(NC(=O)NNC(=O)c2ccccc2-n2cccc2)cc1OC,8%,-3%,?,-19%,-10%,17%,0%,17%,.
COc1ccc(NC2CCCN(C(=O)CN3CCOC3=O)C2)cc1 (stereo not given),25%,5%,-8%,-24%,-2%,0%,-14%,-5%,?
O=C(Nc1ccc(CSc2ccccc2)cc1)c1ccccc1,30%,-2%,-6%,-13%,-11%,81%[activator],1%,1%,6%
O=S(=O)(c1ccc2c(c1)C(=NO)c1cc(S(=O)(=O)N3CCCCC3)ccc1-2)N1CCCCC1,44%[activator],-2%,-7%,-20%[57.1 µM],8%,9%,1%,-2%,-43%[59 µM]
O=C1NC(Cc2c[nH]c3ccccc23)C(=O)N1Cc1ccccc1 (stereo not given),20%,4%,-19%,3%,-5%,-18%,0%,-9%,15%
CC(C)=CCCC(C)CN1CCC(n2nccc2NC(=O)c2ccc3c(c2)OCO3)CC1 (stereo not given),11%,-4%,-18%,-16%,-9%,-10%,0%,4%,3%
Cc1cc(C)n(C(C)CC(=O)NCc2ccccc2C)n1 (stereo not given),71%[activator],1%,3%,-22%,-3%,3%,0%,-7%,7%[59 µM]
COc1cc2c(=O)n(Cc3ccccc3Cl)c(=O)n(CC(=O)Nc3ccccc3)c2cc1OC,23%,9%,-14%,-11%,0%,-7%,-2%,-7%,-24%[59 µM]
CCC(=NCCc1c(C)[nH]c2ccc(OC(F)(F)F)cc12)C1=C(O)CC(c2ccccc2)CC1=O (stereo not given),4%,9%,-32%,-32%,0%,148%[activator],-17%,-14%,-32%
CCn1c(=O)cc(OCC(=O)N2CCN(c3cccc(Cl)c3)CC2)c2ccccc21,14%,-13%,?,5%,1%,-10%,-10%,3%,?
COc1ccc(NC(=O)c2ccco2)c(NC(=O)Cc2cccs2)c1,15%,1%,-1%,-24%,i,-28%,2%,9%,7%[12.7 µM]
Cc1cccc(Cn2c(-c3cccc(Br)c3)nc3ccccc32)c1,63%[activator],23%,2%,15%,-4%,?,-4%,-9%,27%[59 µM]

# 4 consecutive records already listed, for reference:
SMILES,HP1b chromo inh,Pin1 inhibitor,BAZ2B inh,JMJD2A Tudor inh,PGK inhibitor,Pol iota inh,BLM helicase inh,GLS inh,G9a inh
CC(C)(C#N)Nn1cnnc1,52%[activator],3%,-2%,0%,i,-13%,-14%,2%,5%[59 µM]
O=C(CCc1ccccc1)n1nc(-c2ccco2)nc1SCc1ccccc1,56%[activator],-3%,1%,-16%,-5%,-10%,-3%,3%,9%
CC(C1CC1)N(Cc1ccccc1)C(=O)NC(=O)c1cccc(F)c1 (stereo not given),54%[activator],1%,-5%,-18%,5%,1%,0%,-12%,20%
COc1ccc(-n2c(Cc3cccn3C)nnc2SCC(=O)Nc2cccc(Cl)c2)cc1,-11%,-1%,?,?,1%,-1%,-9%,-4%,?

# More structures follow.
SMILES,HP1b chromo inh,Pin1 inhibitor,BAZ2B inh,JMJD2A Tudor inh,PGK inhibitor,Pol iota inh,BLM helicase inh,GLS inh,G9a inh
Oc1oc(-c2ccc(Br)cc2)nc1C=Nc1ccc(Br)cn1,33%,10%,-21%,-10%,-2%,-3%,1%,1%,-15%
CC(=O)C1CCC2C3CC(C)=C4CC(O)CCC4(C)C3CCC12C (stereo not given),16%,2%,.,-9%,-3%,-26%,.,-19%,.
CC(C)c1ccccc1NC(=O)C1CC(=O)N(C2CCCC2)C1 (stereo not given),14%,-6%,-14%,-19%,-2%,37%[activator],-3%,-1%,4%
COC(=O)COc1c(Cl)cc(C(c2c(C)[nH][nH]c2=O)c2c(C)[nH][nH]c2=O)cc1OC,22%,-9%,5%,-13%,-3%,?,-2%,2%,?
CCCCNC(=O)/C(=C/c1ccco1)NC(=O)c1ccco1,41%,-2%,-13%,-15%,3%,157%[activator],-2%,16%,-9%
O=C(NNc1nc2c(F)cccc2s1)C1COc2ccccc2O1 (stereo not given),35%,0%,-1%,-3%,6%,37%[activator],7%,22%,43%[activator]
Cn1c(C(=O)O)cnc1Sc1ncc(C(F)(F)F)cc1Cl,54%[activator],-5%,-10%,-8%,-2%,2%,-8%,8%,?
CCN(Cc1ccccc1)Cc1c(F)cccc1F,?,-2%,.,20µM*,.,43%[activator],-4%,6%,?
CCCn1c(=O)[nH]c(=O)c2c1nc(-c1ccc(C(F)(F)F)cc1)n2CCOC,11%,-1%,9%,-6%,5%,105%[activator],0%,-8%,11%

# Reprinted at random: 2 entries already listed.
SMILES,HP1b chromo inh,Pin1 inhibitor,BAZ2B inh,JMJD2A Tudor inh,PGK inhibitor,Pol iota inh,BLM helicase inh,GLS inh,G9a inh
CN(c1ccccc1C(=O)Nc1ccc2ccccc2c1)S(C)(=O)=O,40%[activator],-1%,.,-1%,8%,16%,.,1%,.
C=CCn1nc(-c2ccccc2)c(N2CCCCC2)cc1=O,27%,-1%,-15%,-22%,-1%,44%[activator],-6%,4%,0%
